CSM14.1 death rescue: rescue of cells from ER stress-induced death, primary screen, 384-well, CSM14.1, thapsigargin, ATP luminescence (AID 1222); CSM14.1 thapsigargin-induced death rescue, ATP luminescence; higher % means a stronger effect; one-dose cellular ATP content (survival), % at 20 µM; EC50 in µM for titrated hits; 190,000 tested, under 10 active;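 active = EC50 below 50 µM in the dose-response confirmation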;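 also: death triggered by thapsigargin at about 15 µM added after 2 h compound pretreatment; cell ATP read after overnight thapsigargin exposure of roughly 18 to 22 hours; normalized against plate controls of thapsigargin alone and 5% DMSO vehicle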
SIAH1 antagonists: blockers of Siah-1 interaction with plectin peptide – biochemical, fluorescence polarization, rhodamine-plectin, uHTS, primary screen (AID 1817) | Siah-1 / rhodamine-plectin peptide fluorescence polarization; higher % means a stronger effect | displacement, % at 20 µM, or IC50 in µM where a hit was titrated | actives 0.02% (n = 290,000);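 active = displacement of at least 50% at 20 µM, with a fluorescence ratio check between 0.3 and a set limit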;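 also: plate controls were Siah plus tracer with DMSO for no effect and tracer alone without Siah for full effect; strong numbers were not always called active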
M1AAP inhibition: P. falciparum M1AAP inhibitors, biochemical, fluorogenic H-Leu-NHMec substrate, 1536-well (AID 1445) | inhibition, % at 30 µM; hits with a dose series show IC50 in µM | actives 0.42% (n = 220,000) | recombinant M1AAP, H-Leu-NHMec fluorogenic kinetic assay; higher % means a stronger effect;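 active = primary inhibition above the hit cutoff, then over 50% inhibition at one or more dose response concentrations, cut at about 23% in these data, passing the limit was not always enough; inconclusive = conflicting primary data, or primary hits not chosen for dose response; inactive = low primary inhibition, or under 50% at every dose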;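 also: plate controls were DMSO full reaction for no effect and no enzyme background for full effect; strong numbers were not always called active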
LYP phosphatase: PTPN22 lymphoid phosphatase activity blockers – biochemical, fluorescence intensity, uHTS (AID 1779). recombinant LYP phosphatase, fluorescence intensity; higher % means a stronger effect. inhibition, % at 11.5 µM; hits with a dose series show IC50 in µM. actives 0.054% (n = 290,000);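 also: plate controls were vehicle with enzyme for no effect and no enzyme for full effect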
AID2073: inhibitors of Mint1-CaV2.2 protein interaction, biochemical, HTRF (AID 2073); inhibition, % at 20 µM; hits with a dose series show IC50 in µM; HTRF protein-protein interaction, Mint1-CaV2.2; higher % means a stronger effect; actives 0.19% (n = 290,000); in the data active = inhibition mostly above about 51%, no sharp cut-off; inconclusive = no clear call, values can overlap the other calls; inactive = mostly below about 53%; also: some results filed as inactive read as strong as hits
HEK293 NOD2/NF-kB: inhibition of NOD2-driven NF-kB reporter – cell-based, luminescence, uHTS, HEK293 (AID 1566); HEK293 NOD2/NF-kB luciferase reporter, luminescence; higher % means a stronger effect; inhibition, % at 4 µM, or EC50 in µM where a hit was titrated; actives 0.63% (n = 290,000); also: many of its hits are not listed in these tables
P. falciparum M17LAP: P. falciparum M17LAP inhibitors, primary screen, biochemical, fluorogenic H-Leu-NHMec substrate, 1536-well (AID 1619) | recombinant M17LAP, H-Leu-NHMec fluorogenic kinetic assay; higher % means a stronger effect | inhibition, % at 30 µM; hits with a dose series show IC50 in µM | actives 0.38% (n = 220,000);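 active = compound inhibiting the enzyme by more than half at any dose during confirmatory dose-response retesting; inconclusive = strong single-dose inhibitors picked by rank but not retested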;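 also: plate controls were full reaction with DMSO carrier for no effect and no enzyme background for full effect; strong numbers were not always called active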
XIAP displacement: small molecules displacing peptide from XIAP – biochemical, IAP family, fluorescence polarization (AID 1018). displacement, % at 20 µM, or IC50 in µM where a hit was titrated. XIAP BIR domain, fluorescence polarization peptide displacement; higher % means a stronger effect. actives 0.007% (n = 200,000); in the data active = displacement above about 50%; also: a part of the inactive calls stands beside numbers as strong as those of hits
Hep lipid drop: hepatic lipid droplet formation modulation; AML12 mouse hepatocytes, oleate lipid droplets, BODIPY imaging; inhibition, % at 6.5 µM; actives 0.4% (n = 240,000);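 active = lipid droplet intensity inhibited by at least 50%, with more than 500 cells counted; inconclusive = wells with under 300 cells, treated as cytotoxic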
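Material: mouse AML12 hepatocyte cell line, fixed after treatment; Timing: compound with oleate, overnight; Technique: high-content imaging of BODIPY-stained droplets and DAPI nuclei; Probe or stimulus: oleate, 100 µM final; Dosing: compound at 6.5 µM only.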
Hep lipid drop cells 6.5 µM: recorded beside Hep lipid drop, whose call it bears; cell count; measured here: cell count, cytotoxicity flag;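 cells counted across two imaged fields per well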
Starred values were filed as active, the others as inactive; ? = inconclusive; . = no result given. Rule as the data show it, unless noted: active = inhibition above about 50%; inactive = the rest. An excerpt; the hit share may differ from the screen's.

SMILES | Hep lipid drop | M1AAP inhibition | HEK293 NOD2/NF-kB | SIAH1 antagonists | AID2073 | P. falciparum M17LAP | CSM14.1 death rescue | Hep lipid drop cells 6.5 µM | XIAP displacement | LYP phosphatase
Cc1cccc(C)c1NC(=O)C(=O)NCCc1c[nH]c2ccccc12 | 3 | 2% | -2% | 3% | 9% | 6% | -1.4% | 722 | 1.0% | -7%
Cc1cccc(C(=O)OCC(=O)NC(C)CCc2ccccc2)c1 (stereo unspecified) | 2 | -4% | 9% | 2% | 4% | -4% | 1.8% | 670 | -5.0% | -5%
O=C(Nc1ccc(Cc2ccncc2)cc1)c1cc([N+](=O)[O-])ccc1N1CCOCC1 | -9 | 0% | -7% | 4% | 0% | 3% | 2.5% | 666 | -3.3% | -1%
Cn1c(=O)c([N+](=O)[O-])c(Cl)c2ccccc21 | 2 | 7% | -108% | 11% | -31% | 21% | -1.7% | 715 | -3.9% | -1%
COCCOC(=O)c1c(C)oc2ccc(NS(=O)(=O)c3ccc(C(=O)O)cc3)cc12 | . | 9% | 0% | -6% | 21% | 33% | -0.5% | . | -7.5% | -4%
CCC(=Nc1ccccc1)C1=C(O)CCCC1=O | 16 | 6% | 15% | 4% | 0% | 11% | . | 711 | . | -1%
Cc1ccc(C2CC(=O)C=C(NCC(C)C)C2)cc1 (stereo unspecified) | -9 | 2% | 3% | -2% | 4% | -5% | -1.8% | 687 | -1.6% | -10%
CCC(Sc1nc2n[nH]c(C)c2c(=N)n1-c1ccc(C)c(Cl)c1)C(=O)N1CCOCC1 (stereo unspecified) | 11 | -4% | 4% | 4% | 0% | -6% | . | 677 | 1.0% | 3%
Cc1ccccc1-c1nn2c(-c3ccccc3)nnc2s1 | . | 4% | 6% | -4% | 1% | 3% | -1.4% | . | -7.1% | -5%
CSc1ccccc1OCc1cc(C(=O)N2CCN(Cc3nccn3C)CC2)no1 | -43 | . | 28% | -6% | -2% | . | . | 722 | . | -9%
Cc1cc(-c2ccc3ccccc3c2)n2ncnc2n1 | -7 | 4% | -8% | -1% | ? | -4% | 0.4% | 674 | -8.4% | -28%
CC(C)CC(=O)NC(C)C(c1cccs1)N1CCOCC1 (stereo unspecified) | -2 | 2% | 7% | 2% | -8% | 9% | . | 665 | . | -2%
N#Cc1c(SCC(N)=O)nsc1SCc1ccc(Cl)cc1 | -4 | 2% | -24% | 1% | -5% | 6% | -3.3% | 704 | -4.9% | -5%
S=c1nc2ccccc2c2nc(-c3cccnc3)[nH]n12 | -17 | 3% | -12% | 1% | -37% | -14% | . | 689 | . | -2%
CCOc1ccc(C(=O)NCC(=O)OCc2ccc(F)cc2Cl)cc1 | -6 | 12% | 13% | 15% | -4% | 9% | 1.6% | 678 | -1.7% | -8%
O=C(O)Cc1ccc(NC(=O)c2ccc3c(c2)C(=O)N(Cc2ccco2)C3=O)cc1 | -5 | . | 11% | 15% | 5% | . | . | 697 | . | -4%
CC(C)(C)CC(=O)Nc1nnc(SCC(=O)NC2CCCCC2)s1 | -15 | . | 6% | -2% | 4% | . | . | 754 | . | -16%
CCOC(=O)N1CCC(NC(=O)c2ccc(CO)c(C(=O)NC3CCN(C(=O)OCC)CC3)c2)CC1 | 3 | -1% | -5% | 10% | -8% | 4% | . | 716 | -6.2% | -2%
COc1ccccc1CNC(=O)CCC1N=C2c3ccccc3N=C(SCC(=O)NCC3CCCO3)N2C1=O (stereo unspecified) | -9 | . | 12% | -2% | -5% | . | . | 709 | . | -7%
CC1CCN(c2nc3ccc(C(=O)N4CCN(Cc5ccccc5)CC4)cc3s2)CC1 | . | -7% | -44% | 0% | -1% | 0% | 1.8% | . | -5.5% | 1%
Cc1ccc(NC(=O)CSCC(=O)Nc2ncc3c(n2)CC(c2ccco2)CC3=O)cc1 (stereo unspecified) | -9 | 11% | 3% | 2% | -15% | 16% | . | 699 | -4.5% | -3%
COCCNC(=O)c1cn(Cc2c(F)cccc2Cl)nn1 | . | 10% | 2% | 1% | -5% | -2% | -0.3% | . | -2.4% | -5%
COC(=O)c1cc(S(=O)(=O)N2CCN(c3ccc(OC)cc3)CC2)cn1C | -9 | . | 28% | -4% | 2% | . | . | 649 | . | -12%
COc1ccccc1N(CCN1C(=O)c2cccc3cccc(c23)C1=O)C(=O)c1ccncc1 | 4 | 3% | 1% | 8% | 2% | 1% | 3.4% | 709 | 0.1% | -7%

Brought forward from above: 2 compounds, followed by the next part.
SMILES | Hep lipid drop | M1AAP inhibition | HEK293 NOD2/NF-kB | SIAH1 antagonists | AID2073 | P. falciparum M17LAP | CSM14.1 death rescue | Hep lipid drop cells 6.5 µM | XIAP displacement | LYP phosphatase
COC(=O)c1cc(S(=O)(=O)N2CCN(c3ccc(OC)cc3)CC2)cn1C | -9 | . | 28% | -4% | 2% | . | . | 649 | . | -12%
COc1ccccc1N(CCN1C(=O)c2cccc3cccc(c23)C1=O)C(=O)c1ccncc1 | 4 | 3% | 1% | 8% | 2% | 1% | 3.4% | 709 | 0.1% | -7%
O=C1/C(=C\c2ccc(Br)o2)SC(=Nc2ccccc2)N1c1ccccc1 | . | 1% | 6% | 5% | -13% | -4% | 7.1% | . | -3.3% | 2%
O=C(NNC(=O)C1CCN(c2ncccn2)CC1)c1ccc(F)cc1 | -35 | . | -1% | 4% | -9% | . | . | 800 | . | -8%
CC1C=Cc2ccccc2N1C(=O)c1ccccc1 (stereo unspecified) | . | 1% | -6% | 4% | 1% | -1% | -0.3% | . | -2.0% | 0%
N#Cc1c2c(c(-c3ccco3)[nH]c1=O)CCCC2 | . | 3% | 6% | 0% | 3% | 1% | -0.4% | . | 0.0% | -8%
CC(NC(=O)COC(=O)c1cc(=O)[nH]c2ccccc12)c1ccccc1 (stereo unspecified) | -3 | -3% | -16% | 7% | 16% | -3% | -0.8% | 743 | -1.5% | -1%
CCOC(=O)c1c(NC(=O)C2COc3ccccc3O2)sc(C(C)=O)c1C (stereo unspecified) | -15 | 11% | 16% | -2% | -1% | 8% | 1.2% | 764 | -7.6% | 0%
CCOc1cc(C=O)ccc1OCc1cc(=O)n2cc(C)ccc2n1 | 5 | 4% | 9% | 7% | 21% | -5% | -2.4% | 718 | 46% | -6%
CC(NC(=O)CCc1nnc(-c2ccccc2)o1)c1ccccc1 (stereo unspecified) | -1 | -9% | -33% | -2% | -9% | -10% | 0.2% | 637 | -7.0% | -8%
CC(=O)Nc1ccc(C(=S)NCC2(N(C)C)CCCCC2)cc1 | -1 | 4% | 17% | 1% | -10% | 4% | 3.2% | 661 | 0.1% | -7%
O=C(N/N=C\c1ccc(Cl)s1)C1COc2ccccc2O1 (stereo unspecified) | 20 | 6% | -12% | 0% | 7% | 4% | . | 694 | . | 8%
CC1CCCC(C)N1C(=O)CSc1nccc(=O)[nH]1 (stereo unspecified) | -5 | . | 18% | -4% | 7% | . | . | 764 | . | -16%
Cc1c(CN2CCc3c([nH]c4ccccc34)C2CC(C)C)cnn1C (stereo unspecified) | -4 | 0% | 13% | 2% | 9% | 6% | -1.3% | 684 | -4.8% | -10%
O=C(CN(C(=O)C1CSC(=O)C1)c1cccc(F)c1)NCc1ccc2c(c1)OCO2 (stereo unspecified) | -12 | . | 1% | 6% | 1% | . | . | 765 | . | -4%
O=C(c1ccco1)N1CCN(C(c2ccccc2Cl)c2nnnn2CC2CCCO2)CC1 (stereo unspecified) | . | 2% | 7% | 6% | -2% | 5% | 1.6% | . | 2.3% | -6%
COc1ccc(OC)c(C(=O)Cn2nnc3ccccc3c2=O)c1 | . | 5% | 13% | -2% | 7% | -1% | -2.1% | . | -0.2% | -4%
CCOc1ccc2nc(Cl)c(C3CC(c4ccco4)=NN3S(=O)(=O)c3ccccc3)cc2c1 (stereo unspecified) | -1 | 4% | 16% | 21% | 5% | 1% | 0.2% | 693 | -2.7% | -10%
CCC(C)N(C)C1CCN(C(=S)Nc2cccc(SC)c2)CC1 (stereo unspecified) | 10 | -3% | -6% | 1% | -2% | 6% | 8.9% | 705 | -8.9% | -8%
Cc1cc(C)cc(NC(=O)CCN2C(=O)c3ccccc3C2=O)c1 | -2 | . | -26% | -1% | -14% | . | . | 819 | . | -4%
CC(=O)c1sc2ccccc2c1OC(=O)c1ccco1 | . | 8% | 5% | 0% | 24% | -13% | -0.5% | . | -2.1% | -2%
Cc1nnc2c(-c3ccccc3)nc3ccccc3n12 | 5 | 10% | 0% | 5% | 0% | 1% | 0.8% | 702 | -6.5% | -8%
COc1cc(OC)c2ccc(=O)oc2c1C(CCN1CCCC1)c1ccc(N(C)C)cc1 (stereo unspecified) | -6 | 12% | 21% | 0% | -5% | 3% | . | 772 | . | -6%
CCOC(=O)N1CCN(C(=O)c2ccccc2NC(=O)c2ccc(Br)cc2)CC1 | 2 | 7% | 9% | -1% | 4% | 2% | -5.1% | 637 | -2.9% | -11%
O=C(c1ccccc1-c1ccccc1)N1CCN(c2ccccn2)CC1 | -2 | 1% | -10% | 3% | 3% | 6% | -2.8% | 692 | -7.9% | -1%
COc1ccccc1-c1cc(C(=O)NCCc2ccccc2)no1 | 0 | 1% | -59% | -1% | -5% | 0% | -0.9% | 765 | -2.8% | -6%

An excerpt from above, showing only XIAP displacement and M1AAP inhibition:
structure,XIAP displacement,M1AAP inhibition
Cc1nnc2c(-c3ccccc3)nc3ccccc3n12,-6.5%,10%
COc1cc(OC)c2ccc(=O)oc2c1C(CCN1CCCC1)c1ccc(N(C)C)cc1 (stereo unspecified),.,12%
CCOC(=O)N1CCN(C(=O)c2ccccc2NC(=O)c2ccc(Br)cc2)CC1,-2.9%,7%
O=C(c1ccccc1-c1ccccc1)N1CCN(c2ccccn2)CC1,-7.9%,1%

(list continues)
SMILES | Hep lipid drop | M1AAP inhibition | HEK293 NOD2/NF-kB | SIAH1 antagonists | AID2073 | P. falciparum M17LAP | CSM14.1 death rescue | Hep lipid drop cells 6.5 µM | XIAP displacement | LYP phosphatase
O=C(Nc1ccc(F)cc1F)c1cc2n(n1)C(C(F)(F)F)C1CCCCC1N2 (stereo unspecified) | -10 | 0% | -20% | 0% | 5% | 5% | . | 691 | -4.0% | -4%
Cc1ccc(N/C=C2\C(=O)N(c3ccc(F)cc3F)C(c3cccnc3)S2(=O)=O)cc1 (stereo unspecified) | -4 | 5% | 17% | 0% | -2% | -5% | . | 703 | . | 2%
O=c1n(Cc2ccc(F)cc2)nc2n1-c1ccccc1SC2 | 30 | 1% | -1% | 16% | -9% | 1% | . | 728 | . | -6%
C/C=C/C=C\C(=O)Nc1cccc(C2=NOC3(C2)C[C@@H](C(N)=O)N(C(=O)/C(C)=C/C)C3)c1 (stereo partly specified) | 38 | 0% | 19% | 0% | 40% | 3% | . | 679 | . | -7%
